# D3 antag: qHTS of D3 Dopamine Receptor Antagonist: qHTS; D3R cells, DiscoveRx beta-arrestin luminescence, antagonist mode; hits give low values; D(3) dopamine receptor (Homo sapiens), P35462; AID 652054, 2013; 2.5% of 360,000 active; max response, negative = inhibition, %; in the data active = max response below about -50%; inconclusive = no clear call, values can overlap the other calls; note: % is set by controls: 0 for no effect and ±100 for the full control effect; mostly tested at two doses, the higher about 12 µM
# Target sequence (P35462 whole entry, looked up): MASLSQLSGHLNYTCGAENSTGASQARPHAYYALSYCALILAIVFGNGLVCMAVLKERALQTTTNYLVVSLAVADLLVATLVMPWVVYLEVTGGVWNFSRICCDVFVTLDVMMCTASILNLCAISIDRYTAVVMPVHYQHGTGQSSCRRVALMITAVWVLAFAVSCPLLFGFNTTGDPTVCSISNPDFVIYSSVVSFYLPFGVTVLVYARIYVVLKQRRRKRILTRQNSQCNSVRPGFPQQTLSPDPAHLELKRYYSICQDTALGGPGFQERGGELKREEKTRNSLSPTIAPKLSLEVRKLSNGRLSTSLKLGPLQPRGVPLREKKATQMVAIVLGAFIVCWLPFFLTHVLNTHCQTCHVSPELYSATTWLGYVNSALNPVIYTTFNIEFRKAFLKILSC
#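 Cells expressing the human receptor were seeded at 1500 cells/well, incubated overnight at 37 degrees C in 5% CO2, then exposed to library compounds with dopamine controls for 90 minutes at 37 degrees C before luminescent detection.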
# KB-V1 MDR tox: qHTS assay for MDR1-selective chemotherapeutics: Primary screen using the drug-selected MDR subline cells KB-V1. KB-V1 MDR cells viability, CellTiter-Glo, 72 h. Potency, µM (titrated, usually from 46.1 µM), for the others: at the top dose activity change, negative = cytotoxicity, actives largely listed as cytotoxic. 3.4% of 400,000 active; note: potency is the fitted concentration of half-maximal effect; % is set by controls: 0 for no effect and ±100 for the full control effect; nearly all actives have a fitted effect of over 60% in size
#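 Cytotoxicity via CellTiter-Glo luminescence after 72 h compound exposure at 37 degrees C. Cells: drug-selected KB-V1 line, DMEM phenol-red free plus 10% FBS. Compounds tested at multiple concentrations; normalized data fitted to concentration-effect curves.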
# D3 ag: qHTS of D3 Dopamine Receptor Agonist: qHTS; D(3) dopamine receptor (Homo sapiens), P35462; max activation, %; D3R DiscoveRx beta-arrestin cells, luminescence, 90 min; 0.58% of 410,000 active; AID 652048, 2013; in the data active = max activation above about 30%; note: 0% is about no effect; mostly tested at two doses, the higher about 12 µM
#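 Agonist-mode cell screen: cells plated at 1500/well and incubated overnight at 37 °C, then exposed to library compounds for 90 min at 37 °C. Detection reagent was added for 30–60 min at room temperature, and luminescence was read.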
# HT1080 IDH1KD tx: qHTS for induction of synthetic lethality in tumor cells producing 2HG: qHTS for the HT-1080-IDH1KD cell line; 2% of 360,000 active; HT-1080 IDH1 knockdown viability, ATP luminescence, 48 h; Potency, µM (series often up to 46.1 µM), for the others: at the top dose activity, negative = toxicity, actives largely listed as cytotoxic; AID 686971, 2013;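 note: potency is the fitted concentration of half-maximal effect; 0% = DMSO wells and -100% = cell-free medium wells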
#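 In this qHTS, HT-1080 cells depleted of IDH1 are exposed for 48 h at 37 °C to compound titrations. Toxicity is scored from CellTiter-Glo luminescence, with DMSO as full viability and medium alone as none.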
# IL1B secr inh: qHTS for Inhibitors of Inflammasome Signaling: IL-1-beta AlphaLISA Primary Screen; THP-1 LPS/ATP IL-1B secretion, AlphaLISA, 16 h; hits give low values; activity change, % at 57.5 µM; 4.7% of 360,000 active; AID 743279, 2014; in the data active = activity change below about -50%; inconclusive = mostly about -30% to -49%; note: % is set by controls: 0 for no effect and ±100 for the full control effect
#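 THP-1 cells pretreated 1 hr with compounds (up to 57.5 uM final), then stimulated with LPS (250 ng/mL final) plus ATP (1.25 mM final); secreted IL-1B measured by AlphaLISA after 16 hr, decreased signal indicating inhibition.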
# HT1080-NT tox: qHTS for induction of synthetic lethality in tumor cells producing 2HG: qHTS for the HT-1080-NT fibrosarcoma cell line; HT-1080-NT fibrosarcoma viability, CellTiter-Glo ATP luminescence, 48 h; Potency, µM (highest dose often 46.1 µM), without a hit: at the top dose activity, negative = less viability, most hits filed as cytotoxic; 1.6% of 360,000 active;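 note: NT is the 2HG producing partner of a matched IDH1 knockdown line; potency is the fitted concentration of half-maximal effect; 0% = DMSO-treated cells and -100% = media-only wells without cells; nearly all actives have a fitted effect of over 55% in size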
#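 Luminescent CellTiter-Glo readout after 48 hours of compound exposure at 37 degrees C defined viability of HT-1080-NT cells. Activity was normalized to DMSO wells and cell-free media wells; concentration-response curves were fitted and assigned curve classes.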
# KB-3-1 tox: qHTS assay for MDR1-selective chemotherapeutics: Primary screen using the parental adenocarcinoma cell KB-3-1; KB-3-1 viability, CellTiter-Glo ATP luminescence, 72 h; 1.4% of 400,000 active; Potency, µM (doses to about 46.1 µM), for the others: top-dose activity change, negative = cytotoxic, most hits filed as cytotoxic; AID 1347075, 2019; note: potency is the fitted concentration of half-maximal effect; % is set by controls: 0 for no effect and ±100 for the full control effect; nearly all actives have a fitted effect of over 60% in size
#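 Multi-concentration cytotoxicity screen in KB-3-1 cells grown in DMEM lacking phenol red with 10% FBS. After 72 h at 37 °C with compound, ATP-dependent luminescence was recorded.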
# GLP1R ag: qHTS of GLP-1 Receptor Agonists; 0.007% of 380,000 active; HEK293 GLP-1R CRE-luciferase, luminescence, 4-6 h; cells express a hypersensitive GLP-1R form; AID 624172, 2012; Potency, µM (titrated, usually from 45.6 µM), without a hit: at the top dose activation, actives largely listed as activators; note: potency is the fitted concentration of half-maximal effect; % of control where 0% means no effect
# Target sequence (P43220 whole entry, looked up): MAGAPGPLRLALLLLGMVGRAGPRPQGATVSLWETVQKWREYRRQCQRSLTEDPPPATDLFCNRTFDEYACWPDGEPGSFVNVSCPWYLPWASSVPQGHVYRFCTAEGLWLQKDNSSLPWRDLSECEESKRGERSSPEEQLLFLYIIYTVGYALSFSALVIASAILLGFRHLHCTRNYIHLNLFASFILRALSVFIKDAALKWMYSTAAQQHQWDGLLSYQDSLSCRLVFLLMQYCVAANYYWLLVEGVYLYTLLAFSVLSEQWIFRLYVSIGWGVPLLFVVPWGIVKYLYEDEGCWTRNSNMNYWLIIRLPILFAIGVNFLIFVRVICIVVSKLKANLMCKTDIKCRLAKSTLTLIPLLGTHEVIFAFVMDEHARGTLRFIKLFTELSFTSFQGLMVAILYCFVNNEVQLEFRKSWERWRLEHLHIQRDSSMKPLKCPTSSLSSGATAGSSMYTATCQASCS
# SW480 rerep: A quantitative high throughput screen for small molecules that induce DNA re-replication in SW480 colon adenocarcinoma cells | SW480 DNA re-replication, Hoechst DNA content imaging, 48 h | Potency, µM (doses to about 46.1 µM), inactives show top-dose re-replication activation, hits mostly activators | 1.8% of 340,000 active; note: potency is the fitted concentration of half-maximal effect; % of control where 0% means no effect; nearly all actives have a fitted effect of over 55% in size
#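 Quantitative HTS format with DMSO vehicle controls; 48 hr drug incubation at 37 C, then 40 min Hoechst staining and scanning imager measurement at 405 nm excitation.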
# * hit, by the source's call; i = inactive; ? = inconclusive; · = no result given; [ ] = dose if it differs, or a comment. Unless noted, calls come from the whole dose curve; as a rule, active = well fitted curve in the direction sought with a large enough effect; inconclusive = small, poorly fitted or top-dose-only effect, or another doubt; inactive = no such curve, though single readings can be large; an effect the other way counts as inactive or inconclusive.
Molecule	D3 antag	KB-V1 MDR tox	D3 ag	HT1080 IDH1KD tx	IL1B secr inh	HT1080-NT tox	KB-3-1 tox	GLP1R ag	SW480 rerep
Cc1cccc(C)c1NC(=O)Cn1c(=O)n(CC2CCC(C(=O)NCCc3ccccc3)CC2)c(=O)c2ccccc21 (configuration not stated)	·	15%	-7	·	·	·	-17%	-1%	·
COc1ccc(-n2cnnc2SCc2cnc(-c3ccccc3)s2)cc1	-56*	16µM*	-5	9%	37	0%	1%	8%	10%
CCOC(=O)C1CCCN(C(=O)C2CC(=O)N(c3ccc(C)cc3)C2)C1 (configuration not stated)	18	-21%	15	-1%	29	9%	3%	-4%	?
O=S(=O)(c1ccccc1F)N1CCCc2ccccc21	-10	-4%	5	3%	58	3%	-2%	6%	-8%
CC1(CCc2ccccc2)NC(=O)N(CC(=O)N2CCCCCC2)C1=O (configuration not stated)	?	-12%	-3	15%	-5	7%	-20%	-10%	0%
COc1cccc(-c2cnc3c(NC=O)cc(-c4cccc(C(=O)N(C)C)c4)cn23)c1	3	23µM*	72*	?	148	-21%	-29%	21%	·
COc1cccc(OC)c1OC(=O)C1CC(=O)N(c2ccc3c(c2)OCCO3)C1 (configuration not stated)	-9	?	-3	12%	8	4%[9.24 µM]	8%	-4%	3%
COc1ccc(N2CCN(C(=O)CN(c3ccccc3)S(=O)(=O)c3ccc(OC)cc3)CC2)cc1	-3	0%	-3	-15%	5	0%	-8%	-11%	15%
Cc1ccc(C(NC(=O)N2CCN(C)CC2)C(Cl)Cl)cc1F (configuration not stated)	-16	-9%	-13	22%	-1	?	1%	-1%	?
COc1ccc(N)c2c1OCCC2=O	-5	0%	-2	6%	-9	16%	-6%	-1%	6%
CCOC(=O)c1cnc(SCC(=O)c2ccc(C)cc2)nc1N	-7	?	-3	-1%	-9	2%	7%	0%	-4%
CCCCOc1cccc(-c2cc(C(=O)NNC(=S)NCC)c3ccccc3n2)c1	12	21µM*	6	?	3	?	-4%	4%	5%
COc1ccc(N(CC(=O)NCc2ccc(Cl)cc2)S(=O)(=O)c2ccccc2[N+](=O)[O-])c(OC)c1	1	1%	1	-5%	?	-12%	-3%	13%	?
O=C(Nc1c2c(nn1-c1ccc(F)cc1)CS(=O)C2)C12CC3CC(CC(C3)C1)C2 (configuration not stated)	-1	-26%	2	-3%	4	-4%	-8%	1%	13%
Cc1ccc(-n2c(SCC(=O)N/N=C/c3ccccc3OCC(=O)O)nc3ccccc3c2=O)cc1	25	14%	5	2%	-2	5%	2%	5%	0%
COc1ccc(C2(CCN)CC(C)N(C)CC2C)cc1 (configuration not stated)	8	-5%	4	4%	0	2%	9%	-1%	-2%
COC(=O)c1ccc(NC(=O)CC2C(=O)N(c3ccc(C)cc3)C(=O)N2CC(C)C)cc1 (configuration not stated)	-13	23µM*	-3	-19%	-3	4%	16%	-14%	6%
O=C(Nc1ccc(Oc2cccnc2)cc1)c1ccccc1Cl	-22	-12%	-8	-25%	?	-17%	-17%	16%	12%
S=c1[nH]nc(Nc2ccc(Cl)cc2)s1	102	-2%	-3	-1%	14	17%	-2%	-8%	-20%
CC1=C([N+](=O)[O-])C(c2ccccc2)NC(=O)N1 (configuration not stated)	25	0%	2	1%	-18	4%	-1%	-4%	?
O=C(c1cc(-c2ccccc2)n[nH]1)N1CCN(S(=O)(=O)c2ccccc2)CC1	-13	-18%	2	8%	-29	4%	-4%	-3%	7%
COc1ccc(CCNC(=O)c2ccc(CS(=O)(=O)c3ccc(Br)cc3)o2)cc1OC	48	-3%	25	-7%	-13	0%	0%	0%	-15%
CC1CN(C(=O)c2cc(S(=O)(=O)N3CCCC3)ccc2Cl)CC(C)O1 (configuration not stated)	1	24%	20	17%	45	23%	18%	-2%	-4%
O=Cc1ccc(-c2ccc(F)cc2)o1	-2	?	-3	17%	-16	-2%	14%	3%	-3%
O=C(c1ccc(Cl)c(Cl)c1)N1CCC(=O)N(C(COCc2cccc(C(F)(F)F)c2)Cc2ccccc2)CC1 (configuration not stated)	-21	?	-3	?	-86*	?	?	0%	18µM*

# Further compounds follow:
Molecule	D3 antag	KB-V1 MDR tox	D3 ag	HT1080 IDH1KD tx	IL1B secr inh	HT1080-NT tox	KB-3-1 tox	GLP1R ag	SW480 rerep
CCC1CCCCN1CCNC(=O)CNS(=O)(=O)c1ccc2nc(C)sc2c1 (configuration not stated)	-28	13%	-3	-1%	16	2%	1%	2%	-14%
COc1cccc(NC(=O)CNC(C)CCC(C)C)c1 (configuration not stated)	?	5%	-19	-14%	-17	-14%	6%	0%	0%
COc1ccc(C=C2NC(=S)NC2=O)cc1	?	8%	-17	13%	1	6%	5%	8%	-4%
CN(C)S(=O)(=O)c1ccc(C(=O)OCC(=O)Nc2ccccc2OC(F)F)cc1	-1	0%	6	-3%	3	12%	?	-2%	-2%
CCCN1CCN(CC(=O)Nc2nc3ccccc3s2)CC1	5	0%	4	-2%	-14	-13%	-7%	-1%	-2%
COc1cc(-c2noc(-c3ccccc3C(=O)NCc3ccco3)n2)cc(OC)c1OC	70	?	15	-2%	-24	-2%	-2%	1%	0%
O=C(OCc1csc(-c2ccccc2)n1)c1cccs1	7	0%	1	21%	15	11%	11%	5%	-1%
Cc1nc2ccc(NC(=O)c3ccc(Cl)c([N+](=O)[O-])c3)cc2s1	13	2%	3	21%	i	8%	15%	0%	-6%
N#Cc1c(N)nc2c(c1-c1ccc(F)cc1)CCC2	-8	-4%	8	11%	-10	16%	-1%	16%	?
COc1ccccc1OCC(=O)NN=C(Cc1ccccc1)Cc1ccccc1	-24	?	1	-1%	-18	1%	0%	0%	?
COCCOC(=O)c1[nH]c2c(c1C)C(=O)CC(c1ccco1)C2 (configuration not stated)	-5	1.2µM*	-1	1.6µM*	77	2.3µM*	1.2µM*	3%	1µM*
Cc1oc2c(c1C(=O)N1CCOCC1)C(=O)c1ccccc1C2=O	0	?	-4	9.2µM*	-1	?	-10%	-4%	?
CCC(=O)c1ccc(N2CCN(C(=O)c3ccccc3)CC2)c(F)c1	20	4%	2	-4%	29	13%	-2%	-1%	-11%
CCOc1ccnc(OCC)c1Br	-2	1%	1	5%	-9	13%	8%	-11%	0%
Cn1ncc2c(NNC(=O)c3ccc(Cl)cc3Cl)ncnc21	-4	?	3	6%	27	-1%	2%	3%	0%
COc1cc(NC(=O)c2ccccc2F)ccc1NC(=O)c1cc2ccccc2o1	-1	-2%	9	-10%	-26	-7%	-18%	-2%	?
CC(=O)Nc1cccc(S(N)(=O)=O)c1C	25	-15%	3	15%	11	6%	-4%	0%	-3%
CSc1ccccc1NC(=S)N/N=C/c1cccn1Cc1cccc(C)c1	0	-2%	-1	24%	46	?	-7%	1%	?
CCc1ccc(NC(=O)CCNS(=O)(=O)c2cccs2)cc1	-1	3%	2	0%	-18	-4%	3%	5%	-7%
CC(=O)c1cc(NC(=O)c2ccc(C)cc2)c(=O)oc1/C=C/N(C)C	-23	?	0	-1%	0	-3%	0%	-1%	0%
O=C(O)C1C2C=CC(C2)C1C(=O)NCCC1=CCCCC1 (configuration not stated)	?	14%	1	7%	0	13%	3%	19%	-3%
O=S1(=O)CCOC[C@H](c2ccccc2)N1Cc1ccccc1F	14	?	-8	-5%	21	-17%	?	2%	11%

# Some of these compounds in order of SMILES length, descending.
Molecule	D3 antag	KB-V1 MDR tox	D3 ag	HT1080 IDH1KD tx	IL1B secr inh	HT1080-NT tox	KB-3-1 tox	GLP1R ag	SW480 rerep
CN(C)S(=O)(=O)c1ccc(C(=O)OCC(=O)Nc2ccccc2OC(F)F)cc1	-1	0%	6	-3%	3	12%	?	-2%	-2%
CC(=O)c1cc(NC(=O)c2ccc(C)cc2)c(=O)oc1/C=C/N(C)C	-23	?	0	-1%	0	-3%	0%	-1%	0%
CCC(=O)c1ccc(N2CCN(C(=O)c3ccccc3)CC2)c(F)c1	20	4%	2	-4%	29	13%	-2%	-1%	-11%
COCCOC(=O)c1[nH]c2c(c1C)C(=O)CC(c1ccco1)C2 (configuration not stated)	-5	1.2µM*	-1	1.6µM*	77	2.3µM*	1.2µM*	3%	1µM*
COc1ccccc1OCC(=O)NN=C(Cc1ccccc1)Cc1ccccc1	-24	?	1	-1%	-18	1%	0%	0%	?
O=S1(=O)CCOC[C@H](c2ccccc2)N1Cc1ccccc1F	14	?	-8	-5%	21	-17%	?	2%	11%
O=C(O)C1C2C=CC(C2)C1C(=O)NCCC1=CCCCC1 (configuration not stated)	?	14%	1	7%	0	13%	3%	19%	-3%
COc1ccc(C=C2NC(=S)NC2=O)cc1	?	8%	-17	13%	1	6%	5%	8%	-4%

# Screens as filed in PubChem.
